rTrxR1 inhibitor – qHTS Assay for Inhibitors of Mammalian Selenoprotein Thioredoxin Reductase 1 (TrxR1): qHTS | Thioredoxin reductase 1, cytoplasmic (Rattus norvegicus), O89049 | recombinant rTrxR1, NADPH fluorescence consumption, selenite substrate | Potency, µM (series often up to 114 µM), for the others: at the highest dose activity change, negative = inhibition, actives largely listed as inhibitors | actives 1% (n = 390,000); also: % is scaled to controls: 0 for no effect and ±100 for the full control effect; nearly all actives have a fitted effect of over 65% in size
Target sequence (O89049 whole entry, looked up): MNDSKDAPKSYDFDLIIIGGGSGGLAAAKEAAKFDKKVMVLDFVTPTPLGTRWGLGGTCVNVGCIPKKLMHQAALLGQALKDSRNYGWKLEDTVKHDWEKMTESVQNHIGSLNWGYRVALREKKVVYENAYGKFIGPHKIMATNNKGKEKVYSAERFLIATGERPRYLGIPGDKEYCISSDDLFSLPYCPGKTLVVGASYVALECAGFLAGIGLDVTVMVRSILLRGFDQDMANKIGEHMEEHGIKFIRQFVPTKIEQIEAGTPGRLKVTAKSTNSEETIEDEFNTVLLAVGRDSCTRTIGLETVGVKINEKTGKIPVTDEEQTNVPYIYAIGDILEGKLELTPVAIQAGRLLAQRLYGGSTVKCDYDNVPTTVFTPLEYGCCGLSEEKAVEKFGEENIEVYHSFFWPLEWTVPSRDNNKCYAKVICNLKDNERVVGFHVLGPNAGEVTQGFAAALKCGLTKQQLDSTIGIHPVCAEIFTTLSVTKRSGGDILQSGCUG
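Rat TrxR1 (90 nM in the dispensed reagent) was pre-reduced with 400 uM NADPH for 5 min at room temperature, then incubated with compound for 15 min. After 400 uM selenite was added, NADPH fluorescence (Ex 340/Em 450 nm) was followed for 8 min.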
GLS inhibitor – qHTS for Inhibitors of Glutaminase (GLS); Potency, µM (doses to about 45.5 µM), for the others: at the highest dose activity change, negative = inhibition, actives largely listed as inhibitors; Glutaminase kidney isoform, mitochondrial (Homo sapiens), O94925; actives 0.21% (n = 410,000); AID 624170, 2012; GLS enzymatic activity, qHTS titration; also: % is scaled to controls: 0 for no effect and ±100 for the full control effect
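hKGA in 45 mM KH2PO4 (pH 8.2), 0.02% Tween-20 with compound, then 1mM L-Glutamine (stock as added) plus glutamate oxidase/HRP/Amplex red coupling mix. Fluorescence read initially and after 30 min at RT; signal change reflects glutamate formation.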
Tb PGK inh – qHTS Assay to Find Inhibitors of Phosphoglycerate Kinase | PGK/GAPDH coupled, Kinase-Glo luminescence, 60 min | Potency, µM (highest dose often 57.5 µM), inactives show at the highest dose activity change, negative = inhibition, actives largely listed as inhibitors | actives 0.043% (n = 380,000) | AID 602233, 2012; also: % is scaled to controls: 0 for no effect and ±100 for the full control effect; nearly all actives have a fitted effect of over 60% in size
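Recombinant glycosomal PGK reaction used 1,3-bisphosphoglycerate generated in-well by GAPDH (100nM final) in 100mM TEA pH 7.6, 5mM MgCl2, 0.01% Tween-20. After 60 minutes at room temperature, ATP was read by Kinase-Glo Plus luminescence end-point.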
RGS4 inh – Inhibitors of Regulator of G Protein Signaling (RGS) 4: qHTS | Regulator of G-protein signaling 4 (Homo sapiens), P49798 | AID 504845, 2011 | actives 0.039% (n = 390,000) | Potency, µM (top dose mostly 114 µM), without a hit: at the top dose activity change, negative = inhibition, most hits filed as inhibitors | Transcreener GDP fluorescence polarization, RGS4-accelerated GTP hydrolysis; also: % is scaled to controls: 0 for no effect and ±100 for the full control effect; nearly all actives have a fitted effect of over 75% in size; some results filed as inactive show a strong effect at the top dose
Target sequence (P49798 whole entry, looked up): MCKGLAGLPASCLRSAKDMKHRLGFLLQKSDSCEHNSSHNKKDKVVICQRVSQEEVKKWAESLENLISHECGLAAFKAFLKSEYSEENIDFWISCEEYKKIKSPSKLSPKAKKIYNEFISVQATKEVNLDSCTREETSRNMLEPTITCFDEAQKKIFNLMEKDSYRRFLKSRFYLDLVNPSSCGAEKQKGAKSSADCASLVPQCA
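MLSMR compounds (23 nl, pin-transferred) preincubated 10 min at room temperature with a 500nM (2x) first reagent, then RGS4 at 900nM (2x) plus Transcreener GDP mix added; fluorescence polarization (620/688 nm) read before and after 90 min at 30 °C.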
Pin1 inhibitor – qHTS Assay to Find Inhibitors of Pin1 | actives 0.009% (n = 390,000) | Peptidyl-prolyl cis-trans isomerase NIMA-interacting 1 (Homo sapiens), Q13526 | Pin1 FP peptide displacement, HiFluor488, 10 min | Potency, µM (series often up to 115 µM), without a hit: at the highest dose activity, negative = inhibition, hits mostly inhibitors | AID 504891, 2011; active = well fitted inhibition curve with a large enough effect in the polarisation, with a control signal flat, not every such curve was filed as active; inconclusive = small, poorly fitted or top-dose-only effect, or effect the other way, or a change in a side signal; inactive = no such curve, though single readings can be large or run the other way; the % refers to the polarisation; also: % is scaled to controls: 0 for no effect and ±100 for the full control effect
Target sequence (Q13526 whole entry, looked up): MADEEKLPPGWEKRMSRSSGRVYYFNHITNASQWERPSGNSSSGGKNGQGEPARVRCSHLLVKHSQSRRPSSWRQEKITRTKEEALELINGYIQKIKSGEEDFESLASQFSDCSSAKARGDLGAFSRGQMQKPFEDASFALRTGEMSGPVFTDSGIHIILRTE
HP1b chromo inh – HTS for Inhibitors of HP1-beta Chromodomain Interactions with Methylated Histone Tails; AlphaScreen HP1-beta / biotin-H3K9me3 peptide binding; Chromobox protein homolog 1 (Homo sapiens), P83916; AID 540317, 2011; Potency, µM (titrated, usually from 114 µM), inactives show at the highest dose activity change, negative = inhibition, most hits filed as inhibitors; actives 0.56% (n = 390,000); also: nearly all actives have a fitted effect of over 70% in size; inactives centre near 23
Target sequence (P83916 whole entry, looked up): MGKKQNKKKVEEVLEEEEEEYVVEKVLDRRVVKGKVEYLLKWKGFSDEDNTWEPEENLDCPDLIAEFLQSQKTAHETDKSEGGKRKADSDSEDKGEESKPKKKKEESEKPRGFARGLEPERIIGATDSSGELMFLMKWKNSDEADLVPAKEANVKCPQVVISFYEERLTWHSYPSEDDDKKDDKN
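Compound inhibition of the preformed complex between 50 nM HP1-beta and 50 nM biotinylated H3K9me3 peptide was read by AlphaScreen. Buffer was PBS pH 7.4 with 0.01% Tween-20. Incubations ran 30 min at room temperature, with 10 ug/mL donor/acceptor beads.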
12-LOX inh – Primary qHTS assay for inhibitors of human arachidonate 12S-lipoxygenase (ALOX12): Round 2. AID 1671190, 2021. actives 1.1% (n = 580,000). Potency, µM (titrated, usually from 108 µM), inactives show top-dose activity change, negative = inhibition, hits mostly inhibitors. Polyunsaturated fatty acid lipoxygenase ALOX12 (Homo sapiens), P18054. purified 12hLO, xylenol orange hydroperoxide absorbance; also: % is scaled to controls: 0 for no effect and ±100 for the full control effect
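Purified human 12hLO (150 nM final) in 25 mM Hepes, 0.01% Triton X-100, pH 7.0 was preincubated 15 min at room temperature with compound. Then 40 uM arachidonic acid was added, 30 min. Hydroperoxide was read by Fe-XO absorbance ratio 573/405 nm.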
JMJD2A Tudor inh – qHTS Assay for Inhibitors of JMJD2A-Tudor Domain; actives 4.4% (n = 390,000); AlphaScreen JMJD2A-Tudor / H3K4me3 peptide binding; Potency, µM (doses to about 114 µM), for inactives: at the top dose activity change, negative = inhibition, hits mostly inhibitors; also: % is scaled to controls: 0 for no effect and ±100 for the full control effect; nearly all actives have a fitted effect of over 50% in size
ERG Ets-DNA blk – qHTS for Small Molecule Inhibitors of the ERG Ets/DNA interaction | Potency, µM (doses to about 76.9 µM), without a hit: top-dose FP activity, negative = inhibition, most hits filed as inhibitors | fluorescence polarization, His-ERG Ets domain / labelled DNA | actives 0.028% (n = 370,000) | AID 624246, 2012; active = well fitted inhibition curve with a large enough effect in the polarisation, with a control signal flat; inconclusive = small, poorly fitted or top-dose-only effect, or effect the other way, or a change in a side signal; inactive = no such curve, though single readings can be large or run the other way; the % refers to the polarisation;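 also: polarization taken with two DNA probes labelled with fluorescein and Texas red; % of control where 0% means no effect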
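His-tagged ERG Ets domain (1 uM in the protein solution; 300mM KCl, 50mM Tris-HCl, 1mM EDTA, 1mM DTT, pH 7.5) received compound, then a probe mix of 5 nM fluorescein-DNA and 100nM Texas-615-DNA. Fluorescence polarization was read for both dyes.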
Active calls of the source: *; i = inactive; ? = inconclusive; . = no result given; & = joins results of further samples; [ ] = another dose, or the depositor's remark. Unless noted, calls follow the shape of the dose curve; as a rule, active = well fitted curve in the direction sought with a large enough effect; inconclusive = small, poorly fitted or top-dose-only effect, or another doubt; inactive = no such curve, though single readings can be large; an effect the other way counts as inactive or inconclusive. Potency is read from the fitted curve at half-maximal effect.

Values run as follows: ERG Ets-DNA blk	rTrxR1 inhibitor	Tb PGK inh	RGS4 inh	GLS inhibitor	Pin1 inhibitor	12-LOX inh	HP1b chromo inh	JMJD2A Tudor inh
> COc1ccc(CCC(=O)NC2CC(=O)N(c3ccccc3)C2)cc1 (stereo unspecified)
→ -4%	-21%[57.1 µM]	-8%	-13%	0%	-9%	3%	43%[activator]	5%
> O=C(NN1CCCCCC1)c1ccccc1F
→ -4%	19%	-4%	-10%[56.9 µM]	62%[activator]	1%	0%	68%[activator]	-2%
> O=C(Nc1ccc2ncccc2c1)c1cc(Cl)ccc1Cl
→ 1%	3%	0%	-7%	-6%	0%	?	36%	-17%
> CCN(C(=O)COc1ccc(N(C)S(=O)(=O)c2ccc(NC(C)=O)cc2)cc1)C1CCCCC1
→ 3%	9%	8%	3%	-12%	7%	-18%	18%	-18%
> COCCNC(=S)N1CCC(NC(=O)Nc2ccc(C)cc2)CC1
→ -28%	4%[57.1 µM]	-9%	-10%	-6%	-5%	-2%	39%	5%
> CC(=O)Nc1ccc(S(=O)(=O)NCCC(=O)NC2CCCCCC2)cc1
→ 2%	-7%	2%	-24%	6%	-2%	26%	14%	-7%
> Cc1ccc(S(=O)(=O)N2CCSC2c2ccco2)cc1 (stereo unspecified)
→ 10%	-50%	-1%	-30%	0%	-3%	8%	15%	-22%
> O=C(COC(=O)C1=Cc2ccccc2OC1)NCc1ccccc1
→ -4%	4%	9%	-6%	18%	-3%	0%	15%	-3%
> Cc1ccn2cc(-c3cccc(NS(C)(=O)=O)c3)nc2c1
→ 5%	-11%	-11%	-2%	5%	-5%	-8%	-1%	-9%
> Cc1ccccc1NC(=O)Cc1nc(COC(=O)c2ccc([N+](=O)[O-])cc2)cs1
→ 1%	9%	3%	-8%	5%	1%	-18%	22%	-3%
> Cc1cnc(NC(=O)Cc2ccccc2Cl)s1
→ -1%	41%[activator]	-6%	36%	-18%	0%	-4%	27%	-3%
> C/C(=C/c1ccccc1)C(=O)N1CC(C)OC(C)C1 (stereo unspecified)
→ 4%	10%	i	-15%	-1%	-2%	6%	52%[activator]	-12%
> O=C(COC(=O)c1ccc[nH]c1=O)NCCc1ccc(F)cc1
→ -3%	14%[57.1 µM]	4%	0%	3%	-7%	-3%	26%	-3%
> Cc1cc(=O)[nH]c2c1c(-c1ccccc1)nn2C
→ 2%	7%[57.1 µM]	-2%	-10%	-9%	8%	0%	22%	1%
> COc1ccccc1OCCCOc1c(C)cc(C)cc1Br
→ -1%	-7%	-8%	-9%	5%	3%	-8%	177%[activator]	87%[activator]
> O=C(COc1ccccc1[N+](=O)[O-])c1ccccc1
→ 4%	15%[57.1 µM]	-4%	18%	3%	-4%	-7%	9%	-25%
> Cc1cc(S(=O)(=O)N2CCCC(N3CCOCC3)C2)c(C)cc1Cl (stereo unspecified)
→ -3%	5%[57.1 µM]	-8%	-11%	-3%	0%	-27%	-20%	-17%
> Cc1nn(-c2ccc(Cl)cc2)c2sc(C(=O)c3c(N)n(C)c(=O)n(C)c3=O)cc12
→ -7%	-12%	i	-17%	3%	-8%	?	20%	-12%
> O=S(=O)(c1ccc(-c2csc(=Nc3ccc(OC(F)(F)Cl)cc3)n2CCCO)cc1)N1CCCC1
→ -3%	11%	i	-30%	4%	11%	?	-27%	?
> O=C(C1CCC1)N1CCN(c2ccc(Cl)cc2)CC1
→ -11%	6%[57.1 µM]	2%	7%	8%	-1%	?	21%	-12%
> CCOc1ccc2c(c1)sc(N)[n+]2Cc1cc(C)cc2cccnc12
→ -12%	-11%	i	2%	2%	-5%	?	-10%	?
> Cc1nc(N)nc(C)c1Cc1ccccc1
→ -1%	2%	0%	-6%	2%	9%	0%	67%[activator]	-4%
> O=C(NC(=O)c1ccccc1)Nc1ccccc1
→ -6%	13%	4%	26%	6%	1%	3%	8%	-8%
> Cc1ccc(C)c(-n2cc(CN3CCCN(C=O)CC3)c(-c3ccccc3)n2)c1
→ 6%	27%	-1%	26%	2%	8%	3%	43%[activator]	-2%
> Cc1nn(-c2ccc(F)cc2)c(-n2cccc2)c1C(=O)N1CCN(c2ccccc2F)CC1
→ -7%	9%	1%	-8%	1%	-1%	-11%	23%	-32%
> O=C(Nc1cnn(Cc2ccc(Cl)cc2)c1)C1CCCC1
→ -6%	15%	-5%	-9%	1%	?	12%	18%	-9%
> O=C(O)/C=C/C(=O)NCCC1=CCCCC1
→ 6%	6%	5%	-33%	-3%	-1%	-8%	43%[activator]	-7%
> CNC(=O)CSc1nc2sccc2c(=O)n1-c1ccccc1
→ -2%	11%[57.1 µM]	5%	-4%	-2%	10%	13%	11%	-25%
> CCCOC(=O)Nc1ccc(S(=O)(=O)Nc2ncccn2)cc1
→ -11%	20%	-3%	14%	-1%	-2%	24%	2%	-12%
> COC(=O)[C@]1(C)N[C@H](c2ccc(SC3CCCCC3)cc2)[C@@H]2C(=O)N(C)C(=O)[C@@H]21
→ -11%	0%[57.1 µM]	11%	12%	-3%	0%	-2%	36%	-17%
> CCOC(=O)c1c(NC(=O)c2cc(-c3ccc(Cl)cc3)on2)sc2c1CCCC2
→ 0%	-10%	-1%	?	-2%	-8%	0%	-6%	-13%
> CCC1CCCCN1CCCNC(=O)c1cc2c(Cl)nc3ccccc3c2s1 (stereo unspecified)
→ -7%&1%	11%&16%	-1%&-5%	-17%&-25%	-1%&6%	14%&2%	?	42%&43%[activator]	-21%&-9%
> CC(=O)Oc1ccc2c(c1)O/C(=C\c1ccncc1)C2=O
→ 11%	?	2%	2%	0%	?	.	52%[activator]	-14%
> NC(=O)COC(=O)CN1C(=O)C2CCCCC2C1=O (stereo unspecified)
→ -7%	1%	1%	2%	5%	3%	0%	9%	-15%
> CCCOc1ncnc2c1[nH]c1ccc(OC)cc12
→ 0%	11%	-3%	14%	-1%	?	186%[activator]	32%	-8%
> O=C(CN1CCOCC1)Nc1cccc(C(=O)Nc2cccc(C(F)(F)F)c2)c1
→ 3%	-12%	0%	-9%	-14%	-2%	4%&0%	44%[activator]	-4%
> Cc1ccc(S(=O)(=O)NCCCCCC(=O)Nc2nccs2)cc1
→ 2%	8%	-4%	15%	3%	-6%	?	8%	?
> CC(C)n1c(O)c(N=NC(=O)c2ccccc2NS(=O)(=O)c2cccs2)c2ccccc21
→ 12%	10%	.	?	17%	-4%	3%	-3%	14µM*
> OC1(c2ccc(F)cc2)CCN(Cc2ccccc2)C1 (stereo unspecified)
→ 1%	13%[57.1 µM]	.	3%	-2%	1%	-5%[57.4 µM]	28%	-9%
> NC(=O)C1(Nc2ccc(-c3ccc(Cl)cc3)cc2)CCCC1
→ .	-3%	-7%	-31%	0%	.	-15%	26%	-23%
> CCc1nc2ccc(Cc3ccc4nc(CC)[nH]c4c3)cc2[nH]1
→ 2%	6%	.	-33%	-4%	10%	9%	45%[activator]	-10%
> CC1OC(OC2C(Oc3c(-c4ccc(O)cc4)oc4cc(O)cc(O)c4c3=O)OC(COC3O[C@@H](C)[C@H](O)[C@@H](O)C3O)C(O)C2O)C(O)C(O)C1O (stereo partly specified)
→ 0%	8%[57.1 µM]	2%	18%	18%	4%	-6%	27%	-11%
> CSc1ccc(CNC(=O)c2ccc3c(c2)N(C)C(=O)C2CCCCN32)cc1 (stereo unspecified)
→ 0%	7%[57.1 µM]	i	-20%	6%	40%[activator]	-21%	8%[57 µM]	-24%
> COc1cc(C(=O)NC2CC(=O)N(c3cccc(F)c3)C2)cc(OC)c1OC (stereo unspecified)
→ 5%	3%[57.1 µM]	1%	-12%	8%	-6%	-23%	26%	-8%
> CCCCOc1ccc(C(=O)NCC(=O)NCC(c2ccc(OC)cc2)N2CCOCC2)cc1 (stereo unspecified)
→ .	-7%	-5%	-19%	-1%	0%	427%[activator]	23%	-8%
> COc1ccc(OCC(O)CNS(=O)(=O)c2ccc(NC(C)=O)cc2)cc1 (stereo unspecified)
→ -15%	-1%	-3%	0%	0%	-3%	2%	10%	-13%
> COc1ccccc1Cn1c(=S)[nH]c2cc(C(=O)NC(C)C)ccc2c1=O
→ -5%	29%	-9%	-10%	3%	2%	3%	19%	-4%
> CCOC(=O)c1cn(-c2ccccc2)nc1-c1cccnc1
→ 8%	25%[57.1 µM]	-1%	-4%[11.4 µM]	-6%	-10%	5%	34%	14%[57.1 µM]

This is a subset. The share of hits here may be higher or lower than overall.
